Bioassay records as filed in PubChem BioAssay.
NS5 inhibitors: Dengue-2 NS5 methyltransferase inhibitors, primary screen, biochemical, confirmation dose response (AID 588689); Dengue-2 NS5 methyltransferase capping enzyme assay, biochemical; higher % means a stronger effect; one-dose inhibition, % at 25 µM; IC50 in µM for titrated hits; 340,000 compounds, 0.3% hits; in the data active = a potency from the dose series; inconclusive = inhibition above about 29% without an active follow-up result
Salmonella PhoP GFP: inhibitors of PhoP regulon expression, primary screen, Salmonella Typhimurium, GFP reporter (AID 1863); inhibition, % at 50 µM; hits with a dose series show IC50 in µM; S. Typhimurium PhoP-regulated promoter GFP reporter, 4 h; higher % means a stronger effect; 300,000 compounds, 0.16% hits;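 active = inhibition over 29.93%, a cutoff 3 SD above the screen mean, later confirmed by dose response; inconclusive = inhibition over 29.93% but no dose response follow-up; inactive = inhibition at most 29.93% or unconfirmed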;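 note: 0% = low Mg2+ inducing control and 100% = high Mg2+ repressing control; strong numbers were not always called active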
CSM14.1 death rescue: rescue of cells from ER stress-induced death, primary screen, 384-well, CSM14.1, thapsigargin, ATP luminescence (AID 1222); CSM14.1 thapsigargin-induced death rescue, ATP luminescence; higher % means a stronger effect; cellular ATP content (survival), % at 20 µM, or EC50 in µM where a hit was titrated; 190,000 tested, under 10 active;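 active = EC50 below 50 µM in the dose-response confirmation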;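 note: death triggered by thapsigargin at about 15 µM added after 2 h compound pretreatment; cell ATP read after overnight thapsigargin exposure of roughly 18 to 22 hours; normalized against plate controls of thapsigargin alone and 5% DMSO vehicle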
RSV antiviral HEp-2: RSV antiviral activity via CPE protection, HEp-2 cells, primary 10 µM value included (AID 2391); CPE inhibition, % at 10 µM, or IC50 in µM where a hit was titrated; HEp-2 cells, RSV-induced CPE inhibition; higher % means a stronger effect; 310,000 compounds, 0.13% hits; in the data active = a potency from the dose series; inconclusive = CPE inhibition mostly from about 23% at the one dose, without a potency; inactive = the rest, 99 in 100 with CPE inhibition below about 21%; note: strong numbers were not always called active
GPR35 arrestin U2OS: GPR35 antagonists blocking zaprinast-driven arrestin recruitment, primary screen, imaging, U2OS, beta-arrestin-GFP, zaprinast agonist (AID 2058); U2OS GPR35 beta-arrestin-GFP translocation imaging, zaprinast antagonism; higher % means a stronger effect; inhibition, % at 10 µM; hits with a dose series show IC50 in µM; 290,000 compounds, 0.052% hits;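 active = inhibition of at least 50% with at least 30 cells and total cytoplasm GFP at most 10,000,000; inconclusive = under 30 cells or total GFP of 10,000,000 plus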
LYP phosphatase: inhibitors of LYP phosphatase, biochemical, fluorescence intensity, uHTS (AID 1779). recombinant LYP phosphatase, fluorescence intensity; higher % means a stronger effect. inhibition, % at 11.5 µM; hits with a dose series show IC50 in µM. 290,000 compounds, 0.054% hits; in the data active = inhibition above about 50%;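 note: plate controls were vehicle with enzyme for no effect and no enzyme for full effect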
MgcRacGAP inhibition: MgcRacGAP GTPase-activating activity inhibitors, confirmation, biochemical, ADP Hunter fluorescence; MgcRacGAP-stimulated Rac1 GTP hydrolysis, ADP Hunter fluorescence; higher % means a stronger effect; GST-tagged Rac1 F28L mutant substrate; inhibition, % at 30 µM, or IC50 in µM where a hit was titrated; 340,000 compounds, 0.6% hits;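 active = first-screen hits whose inhibition reached a set limit at any dose in the follow-up dose series; inconclusive = inhibition above the set first-screen limit but never retested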;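 note: fluorescence reports GDP produced by GAP-driven GTP hydrolysis; strong numbers were not always called active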
West Nile antiviral: inhibition of WNV-induced cytopathic effect – cell-based, CPE readout (AID 1621) | 290,000 compounds, 0.02% hits | West Nile virus-infected cells, CPE inhibition; higher % means a stronger effect | CPE inhibition, % at 10 µM, or IC50 in µM where a hit was titrated; in the data active = a potency from the dose series; inconclusive = CPE inhibition mostly from about 3.7% at the one dose, without a potency; inactive = the rest, 99 in 100 with CPE inhibition below about 2.2%; note: strong numbers were not always called active
Large T inhibition: TAg ATPase/helicase activity blockers – biochemical (AID 1903). SV40 large T antigen ATPase/helicase inhibition assay; higher % means a stronger effect. 310,000 compounds, 0.39% hits. one-dose inhibition, % at 20 µM; IC50 in µM for titrated hits; in the data active = a potency from the dose series; inconclusive = inhibition mostly from about 32% at the one dose, without a potency; inactive = the rest, 99 in 100 with inhibition below about 32%; note: strong numbers were not always called active
NS5 inhibitors pilot replicate: also measured in NS5 inhibitors; calls as there; inhibition, %; measured here: pilot screen replicate inhibition
Starred values were filed as active, the others as inactive; ? = inconclusive; nt = no result given.

SMILES	NS5 inhibitors	Salmonella PhoP GFP	CSM14.1 death rescue	RSV antiviral HEp-2	GPR35 arrestin U2OS	LYP phosphatase	MgcRacGAP inhibition	West Nile antiviral	Large T inhibition	others
Cc1cc(C)c(S(=O)(=O)NCC2CCC(C(=O)NCc3ccccn3)CC2)c(C)c1 (stereo not drawn)	-2%	-10%	-2.8%	0.9%	0%	-4%	5%	-0.7%	7%
CN(C)CCCNC(=O)c1cc(C(=O)Cc2ccc(Cl)cc2)c[nH]1	-7%	9%	nt	-2.4%	0%	-5%	4%	0.2%	2%
C=CCn1c(SCC(=O)NC2CCS(=O)(=O)C2)nnc1-c1ccc(Cl)cc1 (stereo not drawn)	12%	-6%	nt	0.8%	nt	nt	1%	nt	11%
COc1cccc2c1-c1c(C(=O)O)cccc1C2=O	2%	1%	nt	-0.3%	12%	-10%	-3%	0.1%	1%
COc1cccc(CN(C)CC(O)COc2cc(Cl)ccc2Cl)c1 (stereo not drawn)	-4%	7%	nt	1.3%	0%	-8%	28%	-1.0%	13%
COc1cc(NC(=O)C/C(C)=N/NC(=O)C2CCCCC2)c(OC)cc1Cl	-1%	4%	nt	2.5%	6%	-8%	7%	-0.2%	23%
Cc1ccc(Cl)cc1N1CCN(S(=O)(=O)c2cn(C)cn2)CC1	3%	-7%	nt	2.0%	8%	-9%	13%	0.5%	5%
COc1cccc(NC(=O)CCSc2nnc3scc(-c4ccccc4)n23)c1	2%	15%	-2.2%	1.7%	13%	-4%	7%	-0.9%	3%
CCn1c(SCC(=O)O)nnc1-c1ccc2[nH]c(C)c(C)c2c1	-1%	0%	-3.3%	1.2%	-8%	-4%	7%	0.4%	12%
O=C(c1ccc(CNc2c(N3CCOCC3)c(=O)c2=O)cc1)N1CC=C(c2ccccc2)CC1	1%	1%	nt	4.0%	-16%	1%	3%	-0.2%	22%
C=CCn1c(SCn2nnc3ccccc3c2=O)nnc1-c1ccc(Cl)cc1	-3%	9%	2.8%	5.7%	5%	0%	4%	-0.6%	13%
CCN(Cc1ccncc1)C(=O)c1cc(COc2ccc(F)cc2Cl)on1	-6%	-3%	nt	17%	17%	1%	8%	-1.3%	7%
O=C(N/N=C/c1cccc([N+](=O)[O-])c1)c1cc(-c2ccc3c(c2)OCO3)n[nH]1	-3%	-10%	nt	1.6%	-2%	-7%	10%	-0.5%	4%
O=C(Nc1cccc(Cl)c1N1CCOCC1)c1ccc(Br)o1	1%	2%	nt	1.0%	4%	-7%	8%	-0.2%	6%
CC(C)[C@H](NC(=O)N1CCn2c1nc1ccccc12)C(=O)N1CCCCC1	-1%	-2%	nt	1.6%	-4%	-5%	-12%	-0.8%	4%
Cc1ccc(C)c(NC(=O)c2cc[n+](C)cc2)c1	6%	2%	nt	0.7%	2%	-10%	6%	1.6%	21%	NS5 inhibitors pilot replicate=0.0
CC(=O)c1cc(C(=O)N2CCCC(C(=O)c3ccc(Cl)cc3)C2)cs1 (stereo not drawn)	-5%	-7%	nt	1.6%	18%	-5%	9%	-1.2%	7%
O=C(CNC(=O)c1ccccc1)OCC(=O)c1cccs1	-6%	5%	nt	1.8%	-7%	-8%	9%	0.1%	1%
CCOC(=O)c1c(NC(=S)Nc2ccc(Cl)cc2)sc(C)c1C	6%	4%	-0.6%	nt	5%	-4%	6%	nt	19%
O=C(c1ccccc1)N1CCC(=O)N(C(CO)Cc2ccccc2)CC1 (stereo not drawn)	-8%	nt	nt	0.8%	nt	nt	-4%	-0.5%	4%
Cc1cccc(C)c1C(=NCCCN(C)C)c1ccccc1	-2%	1%	-3.4%	0.7%	0%	-10%	6%	0.1%	3%
CC(C)CN(C(=O)Cn1c(=O)cnc2ccccc21)C1CCS(=O)(=O)C1 (stereo not drawn)	-1%	-3%	nt	-1.2%	nt	nt	-1%	nt	21%
CCOc1ccc(N/C=C/C(=O)c2ccc(OC)cc2)c([N+](=O)[O-])c1	4%	31%	-1.3%	-0.9%	18%	-12%	6%	-0.7%	-8%
O=C(NCc1ccccc1F)C(=O)NCC1CCCN1S(=O)(=O)c1cccs1 (stereo not drawn)	0%	-6%	nt	2.6%	nt	nt	3%	nt	4%
Cc1ccc(NC(=O)COC(=O)/C=C/c2c(C)nn(-c3ccc(F)cc3)c2Cl)cc1F	8%	-26%	-1.1%	5.7%	-7%	2%	2%	-0.6%	10%
O=C(c1ccc2ccccc2c1)N1CCOCC1	-1%	-6%	nt	-2.2%	nt	nt	1%	nt	5%
CCOC(=O)c1[nH]n(-c2ccc(Cl)cc2)c(=O)c1C	1%	-5%	-2.6%	3.3%	3%	-2%	19%	-0.7%	13%
N#Cc1ccccc1Oc1ccccc1C=O	-3%	-1%	-1.0%	-0.8%	6%	-2%	3%	-0.3%	4%
O=C(c1cc2ccccc2oc1=O)N1CCN(c2ccc(N3CCOCC3)nn2)CC1	0%	0%	-1.7%	-0.3%	-1%	-5%	5%	0.3%	16%
CCc1nc2ccccc2n(CCOCCOCCn2c(=O)c(CC)nc3ccccc32)c1=O	-5%	-11%	2.6%	0.1%	7%	5%	3%	-0.2%	5%
NC(=O)C1CCN(C2CC(=O)NC2=O)CC1 (stereo not drawn)	-2%	10%	-0.6%	0.6%	21%	-7%	1%	0.8%	8%
CCN(C(=O)CN1C(=S)NC(C)(C)CC1C)c1ccc(C)c(C)c1 (stereo not drawn)	4%	-9%	-1.1%	-0.2%	10%	-1%	0%	-1.5%	6%
Cc1nn(C(C)C(=O)NCCN2CCCCCC2)c(=O)c2nn(-c3ccccc3)c(C)c12 (stereo not drawn)	5%	-8%	nt	nt	-7%	-5%	6%	0.2%	14%
Cc1onc(-c2ccccc2)c1C(=O)NCCc1ccc(Cl)cc1	4%	5%	-2.0%	-0.8%	12%	-4%	5%	-0.3%	2%
COc1ccc(-c2csc3nc(C(C)(C)C)oc(=O)c23)cc1OC	3%	9%	4.9%	1.8%	-1%	5%	14%	-0.1%	18%
O=C(CSc1nnc2ccc(-c3cccnc3)nn12)Nc1ccc(F)cc1F	2%	2%	5.6%	2.7%	0%	-4%	5%	0.4%	5%
O=C(/C=C/c1ccccc1)c1ccccn1	-21%	-10%	-3.5%	-1.3%	-11%	2%	11%	3.1%	13%
Cc1cc(Cl)cc(Br)c1OCCCN1C(=O)NC(C)(C)C1=O	-2%	-1%	-0.9%	0.7%	-12%	-3%	3%	-0.7%	-37%	NS5 inhibitors pilot replicate=-0.2
COc1ccc2cc(C#N)c(N3CCN(C(=O)c4ccccc4C)CC3)nc2c1	5%	-3%	2.2%	16%	0%	4%	11%	-0.9%	10%
CCOc1ccc2c(c1)C(c1ccc(C)cc1)=NNC(c1ccc(C)cc1)=N2	1%	2%	-1.7%	0.8%	-12%	-5%	11%	-0.1%	23%
CC(=O)Nc1ccc(S(=O)(=O)N(C)CC(=O)N/N=C/c2cccs2)cc1	-10%	5%	nt	2.8%	1%	-5%	10%	0.1%	5%
Cc1cc(NC(=O)CSCc2nc(-c3cccc(F)c3)oc2C)no1	4%	-10%	-0.8%	1.1%	16%	-9%	10%	0.7%	0%
COC(=O)c1sc(NC(=S)NC(=O)c2ccc(F)cc2)nc1C	nt	-4%	-1.6%	1.0%	4%	-8%	nt	0.0%	6%
O=C(c1ccccc1)c1ccc(Oc2ncccn2)cc1	-2%	10%	0.4%	3.6%	2%	-1%	8%	0.3%	4%
Cc1ccc(S(=O)(=O)Nc2cc(-c3ccccc3)nn2C)cc1	nt	-7%	nt	1.7%	-4%	-5%	nt	0.3%	18%

An excerpt from further up:
SMILES	NS5 inhibitors	Salmonella PhoP GFP	CSM14.1 death rescue	RSV antiviral HEp-2	GPR35 arrestin U2OS	LYP phosphatase	MgcRacGAP inhibition	West Nile antiviral	Large T inhibition	others
O=C(c1ccccc1)c1ccc(Oc2ncccn2)cc1	-2%	10%	0.4%	3.6%	2%	-1%	8%	0.3%	4%
Cc1ccc(S(=O)(=O)Nc2cc(-c3ccccc3)nn2C)cc1	nt	-7%	nt	1.7%	-4%	-5%	nt	0.3%	18%

The list goes on:
SMILES	NS5 inhibitors	Salmonella PhoP GFP	CSM14.1 death rescue	RSV antiviral HEp-2	GPR35 arrestin U2OS	LYP phosphatase	MgcRacGAP inhibition	West Nile antiviral	Large T inhibition	others
COc1ccc(OC)c(Nc2ncnc3sccc23)c1	-8%	-2%	nt	1.9%	-14%	-10%	-3%	-0.1%	14%
Cc1ccc(NS(=O)(=O)c2ccc(C(=O)NCC(c3ccco3)N3CCCCC3)cc2)cc1 (stereo not drawn)	-9%	-8%	nt	-0.8%	nt	nt	5%	nt	14%
Cc1ccc(SC(C)C(=O)NCc2ccncc2)cc1 (stereo not drawn)	-2%	-7%	0.6%	1.2%	0%	0%	3%	-0.3%	2%
COc1ccc(CCN2CCCC(CN(C)C(=O)c3cc(C)oc3C)C2)cc1 (stereo not drawn)	-5%	4%	nt	-0.3%	-12%	-11%	8%	-1.1%	10%
CN1CCN(C(=O)/C=C/c2ccc(C#N)cc2)CC1	1%	8%	nt	0.2%	-10%	-3%	-1%	0.6%	4%
CC(=O)c1ccc(C(=O)Nc2sc3c(c2C(N)=O)CCN(Cc2ccccc2)C3)cc1	?	nt	nt	0.7%	13%	-7%	2%	-0.5%	13%
O=C(NCC1CCCO1)c1ccc(Cn2c(=S)[nH]c3ccccc3c2=O)cc1 (stereo not drawn)	-3%	0%	-2.0%	-0.8%	2%	2%	4%	0.3%	4%
CCCCS/C(N)=N/N=C/c1ccccc1O	4%	11%	-4.0%	3.0%	-14%	1%	8%	1.2%	-2%
CSCCC(NC(=O)CCN1C(=O)c2ccccc2C1=O)C(=O)O (stereo not drawn)	-4%	9%	-0.3%	-0.8%	4%	-4%	8%	0.0%	16%
COc1ccc(C2=NCCc3cc(OC)c(OC)cc32)cc1OC	1%	-12%	16%	3.3%	2%	-1%	4%	-0.2%	9%
CN(C)C(=O)N1CCCC(C(=O)NCCc2ccccc2)C1 (stereo not drawn)	-4%	-4%	-0.8%	0.3%	1%	-5%	4%	-0.5%	21%
C[C@]12C[C@H](O)[C@@H]3c4ccc(O)cc4CCC3[C@@H]1CCC2=O (stereo partly drawn)	3%	-11%	nt	3.0%	11%	-4%	2%	0.0%	25%
c1ccc(-c2nc(-c3cccs3)[nH]c2-c2ccccc2)cc1	-8%	-8%	-1.1%	1.1%	-4%	-1%	2%	0.3%	7%
Cc1nc(N)[nH]c(=O)c1CC(=O)OCCCl	-8%	-3%	nt	-2.0%	14%	-4%	-2%	0.6%	3%
CNNC(=S)Nc1ccc(Cl)cc1	9%	-6%	nt	4.5%	25%	-4%	11%	-0.3%	13%
Cc1ccc(N2C(=O)CC(Cc3cccc(C)c3)C2=O)cc1 (stereo not drawn)	nt	-9%	-0.3%	0.6%	20%	-5%	-2%	0.2%	24%
